LMPTP block: LMPTP (human) inhibition | recombinant LMPTP-A, OMFP fluorogenic substrate, fluorescence intensity | inhibition, % at 20 µM | 0.22% of 360,000 active;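 active = compounds that cut the enzyme signal by at least half of the control window in the single-dose screen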;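 note: plate controls were DMSO wells with enzyme plus substrate for no effect and substrate without enzyme for full effect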
Target sequence (P24666 whole entry, looked up): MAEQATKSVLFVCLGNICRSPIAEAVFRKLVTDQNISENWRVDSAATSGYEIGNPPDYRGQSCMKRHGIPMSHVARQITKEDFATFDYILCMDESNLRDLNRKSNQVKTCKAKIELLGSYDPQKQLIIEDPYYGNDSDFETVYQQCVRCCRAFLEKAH
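Assay system: LMPTP-A, protein tyrosine phosphatase of low molecular weight / Medium: pH 6.0 Bis-Tris buffer with DTT and Triton X-100 / Schedule: 50 min enzyme reaction at room temperature, protected from light / Measured by: endpoint fluorescence intensity from OMFP dephosphorylation / Read-out basis: % inhibition relative to no-enzyme and uninhibited control wells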
NRP1-CendR mod: alters CendR peptide binding to human NRP-1; O14786; FAM-RPARPAR peptide binding to NRP-1, fluorescence polarization; inhibition, % at 25 µM; 0.85% of 360,000 active; AID 602438;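 active = inhibition or corrected inhibition above about 18%, plus a signal ratio from 0.5 to 1.5, limit read from the data, passing the limit was not always enough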; note: strong numbers were not always called active
DNMT1 block: blocks human DNA methyltransferase DNMT1; AID 588458; P26358; inhibition (reported as % activation of signal), % at 10 µM; DNMT1 molecular beacon, Hinp1I cleavage, fluorescence; 0.83% of 360,000 active; in the data active = inhibition above about 50%
MsrA inhibitor: inhibitors of bovine MsrA; purified bovine MsrA, absorbance read-out; 0.75% of 360,000 active; AID 651718; inhibition, % at 15.5 µM; in the data active = inhibition above about 4.5%;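 note: 0% = vehicle wells with enzyme and 100% = reference inhibitor wells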
SUMO1-SIM PPI: alters human SUMO1 binding to SIM partners; P63165; SUMO1 binding to a labelled peptide, TR-FRET, 1 h; inhibition, % at 20 µM; 0.33% of 360,000 active; AID 602429; in the data active = inhibition above about 37%
Target sequence (P63165 whole entry, looked up): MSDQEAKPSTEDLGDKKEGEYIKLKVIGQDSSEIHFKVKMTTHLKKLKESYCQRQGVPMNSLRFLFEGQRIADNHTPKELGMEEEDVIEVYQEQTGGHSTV
STEP block: inhibitors of human striatal-enriched phosphatase STEP. recombinant STEP, OMFP fluorogenic substrate, fluorescence. P54829. 0.25% of 360,000 active. inhibition, % at 20 µM;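 active = inhibition at 20 µM, scaled per plate between control wells, above about 37%, limit read from the data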;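 note: 0% = DMSO with enzyme and substrate and 100% = substrate only without enzyme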
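material = STEP tyrosine phosphatase | reagent = fluorogenic phosphatase substrate OMFP at 25 µM final | doses = single compound dose of 20 µM, 1% DMSO final | schedule = 20 min reaction, room temperature, in the dark | measured by = fluorescence, 480/540 nm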
TbMetRS inhib: blocks T. brucei methionyl-tRNA synthetase activity; inhibition, % at 11.9 µM; purified T. brucei MetRS, ATP depletion, Kinase-Glo luminescence; AID 624268; 0.4% of 360,000 active;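 active = inhibition above a per-plate cutoff of the control wells' mean inhibition plus 3 SD, cut at about 5.5% in these data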;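 note: 0% = DMSO wells median and 100% = median of wells with control inhibitor compound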
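assay system = parasite MetRS enzyme | timing = 15 min preincubation, 2 h reaction, all 25 °C | evaluation = percent inhibition relative to median high and low control wells | medium = HEPES buffer containing pyrophosphatase, BSA, spermine, DTT | compound = single dose, 11.9 µM final nominal, 0.9% final DMSO | detection = Kinase-Glo luminescence, ATP depletion format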
Scp-1 inhibitor: Scp-1 (human) phosphatase inhibition. Q9GZU7. Recombinant Scp1, phosphopeptide, malachite green phosphate absorbance. inhibition, % at 20 µM. 0.88% of 340,000 active. AID 493091;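 active = inhibition above about 50% at 20 µM, limit read from the data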;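 note: plate controls were DMSO wells with enzyme for no effect and wells lacking enzyme for full effect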
Target sequence (Q9GZU7 76-261 limits assumed): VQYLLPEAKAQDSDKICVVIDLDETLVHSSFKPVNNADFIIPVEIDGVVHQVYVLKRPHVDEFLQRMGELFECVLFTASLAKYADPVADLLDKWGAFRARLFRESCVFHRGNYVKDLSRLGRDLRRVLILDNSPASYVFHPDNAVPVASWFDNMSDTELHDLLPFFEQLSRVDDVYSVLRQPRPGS
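Test system: SCP-1 phosphatase catalytic domain, residues 76-261 | Compound dosing: One concentration, 20 µM, with 1.0% DMSO | Schedule: 45 min room-temperature reaction, 5 min colour, 30 min stabiliser | Detection: Absorbance at 630 nm | Read-out basis: % inhibition of SCP-1 phosphate liberation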
E coli Lon inh: inhibits E. coli Lon protease. P0A9M0. purified E. coli Lon protease, fluorescence polarization. inhibition, % at 7.94 µM. 0.42% of 360,000 active. AID 602123; in the data active = inhibition above about 13%, passing the limit was not always enough;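 note: 0% = enzyme with probe and DMSO and 100% = no enzyme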
MsrA act: bovine methionine sulfoxide reductase A activation | purified bovine MsrA, absorbance read-out | activation, % at 10.6 µM | 0.3% of 360,000 active | AID 602163; in the data active = activation above about 7.5%;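 note: 0% = vehicle and 100% = reference activator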
* hit, by the source's call; . = not tested or not shown. Outcome played no part in choosing rows; about 4.3% have a hit in one of these screens.

entry	SMILES	E coli Lon inh	LMPTP block	STEP block	MsrA inhibitor	DNMT1 block
1	O=C(CCC1CCCCC1)NCCS(=O)(=O)N1CCN(c2ccccc2F)CC1	-3	0.2	-2	-1.5	0
2	CC1(C)Cc2c(sc3nc(SCC(=O)O)[nH]c(=O)c23)CO1	-2	-1.7	-3	0.4	-1
3	O=C(COC(=O)CN1CCSC1=O)Nc1ccc(F)cc1Cl	-5	0.3	4	0.6	0
4	Cc1ccc(Nc2c(-c3ccccc3)nc3cnccn23)cc1	-6	0.0	-1	-0.1	-1
5	Cn1c(=O)c2c(nc(NCCCO)n2Cc2cccc(Br)c2)n(C)c1=O	-2	-0.1	-1	0.8	-2
6	CCCCN(C=O)c1c(CC)nc2ccc(C(=O)N3CCN(c4ccccc4)CC3)cn12	-7	-1.2	-2	1.8	1
7	Cc1cccc(-c2cnn(-c3cccc([N+](=O)[O-])c3)c2N)c1	9	1.3	3	0.1	-4
8	N#Cc1ccc(CSc2nnc(COc3ccccc3)n2-c2ccccc2)cc1	2	3.8	4	-1.4	4
9	Cc1cc2oc(C(=O)NCc3ccc4c(c3)OCO4)c(C)c2cc1C	2	1.9	-5	-0.3	0
10	CC(C)CC(=O)C1=C(O)C(=O)N(Cc2ccccc2)C1c1ccccc1 (centres undefined)	-3	0.5	0	0.3	2
11	COc1ccc(Nc2nc(Cl)nc(NCc3ccco3)n2)c(OC)c1	1	0.7	0	-0.1	-2
12	COc1ccc(C)cc1NC(=O)C(=O)NCc1ccncc1	5	-0.2	-4	-0.6	-16

entry	MsrA act	SUMO1-SIM PPI	Scp-1 inhibitor	NRP1-CendR mod	TbMetRS inhib
1	-7	2	4	10	-0.7
2	-1	1	-6	-2	-0.2
3	-3	2	2	6	-0.2
4	-6	-14	-5	3	-0.3
5	-3	2	-5	-6	0.8
6	-3	0	.	-6	-0.2
7	-3	-31	-6	4	0.6
8	0	-2	0	3	-0.7
9	-3	1	-12	-5	-0.3
10	-3	-1	-6	6	0.0
11	-1	0	-6	4	0.0
12	1	0	-4	-3	-0.1

(listing goes on)
entry	SMILES	E coli Lon inh	LMPTP block	STEP block	MsrA inhibitor	DNMT1 block
13	CC1(C)C(=O)Nc2ccccc2N1C(=O)COc1ccccc1C#N	3	5.4	3	0.2	23
14	CC(=O)Nc1ccc(C(=O)NNC(=O)c2ccc(Cl)cc2)cc1	-4	-1.8	-1	-0.5	1
15	CS(=O)(=O)N1CCN(C(=O)CCC2CCCC2)CC1	1	-2.0	-6	-1.0	0
16	CCOC(=O)c1cc(C)n(CCc2ccccc2)c1C	-3	1.5	1	0.3	-4
17	COc1ccc(CCNC(=O)C(C)Sc2ccccc2)cc1OC (centres undefined)	11	-2.7	-2	-0.1	5
18	O=C(NCc1cc(F)cc(C(F)(F)F)c1)C1CCC(=O)N(C2CCCC2)C1 (centres undefined)	2	-0.2	0	0.9	-1
19	CCCN1CCN(CCCNC(=S)Nc2ccc(F)cc2)CC1	-2	-2.8	2	1.0	-2
20	Cc1cc(C)cc(NC(=S)N(Cc2ccc(Br)cc2)Cc2ccc(C(=O)O)cc2)c1	-5	0.4	1	0.2	-1
21	CCn1c(SCC(=O)NNC(=O)c2ccc(C)cc2)nnc1C1CC1	-4	0.4	1	0.4	2
22	Cc1ccccc1OCC(O)CN1CCCCC1 (centres undefined)	-1	-1.0	0	1.1	0
23	COc1ccccc1-c1cc(C(=O)N/N=C/c2ccoc2)c2ccccc2n1	-4	1.6	0	1.9	-1
24	Cc1ccc(CNC(=O)c2ccc(N3CCC4(CC3)CC(c3cccc(Br)c3)=NO4)c(N)c2)cc1	-9	3.0	2	0.0	-5

entry	MsrA act	SUMO1-SIM PPI	Scp-1 inhibitor	NRP1-CendR mod	TbMetRS inhib
13	-2	3	50*	18	-0.4
14	-4	1	-4	-10	-0.5
15	1	2	-4	-10	-0.7
16	-11	-1	-4	6	-1.3
17	-7	-2	0	9	-1.0
18	2	2	-3	7	1.4
19	-2	6	-3	3	-0.3
20	-8	5	-3	-3	-0.7
21	-1	-2	-10	7	-0.4
22	-2	4	-8	5	-0.5
23	-3	-11	-7	-3	-0.6
24	2	5	6	1	-0.3

Carrying on.
entry	SMILES	E coli Lon inh	LMPTP block	STEP block	MsrA inhibitor	DNMT1 block
25	CCN(CC)CC(O)c1cccn1-c1ccc(CNC(=O)NC(C)C)cc1 (centres undefined)	1	-1.8	-4	1.1	2
26	CC(=O)c1cnc(Nc2nc(C)c3cc(C)c(C)cc3n2)nc1C	-1	-0.4	-2	2.8	0
27	O=c1[nH]oc2cc(Cl)ccc12	-2	-2.0	2	0.7	4
28	COc1cccc(-c2csc(NC(=O)Nc3ccccc3)n2)c1	2	3.1	-4	0.3	-6
29	Cc1ccc(C(=O)OCC(=O)Nc2cccc(S(=O)(=O)N3CCOCC3)c2)o1	-13	0.3	0	-0.6	8
30	O=C(NC1CCCCC1)N1CCN(C(c2ccccc2)c2ccccc2)CC1	-8	0.5	0	0.0	3
31	O=C(COc1ccccc1)NCC(=O)Nc1ccncc1	-5	-0.1	0	-0.4	2
32	Cc1ccc(C(=O)NCC(=O)N(C)CC(=O)Nc2c(Cl)cccc2Cl)s1	-11	0.2	1	-1.0	1
33	COc1ccc(S(=O)(=O)N2CCN(CC(=O)NCC3(N4CCOCC4)CCCCC3)CC2)cc1	0	-0.1	-2	0.0	0
34	Cc1cccc(N2C(=O)N3[C@H](c4ccc(F)cc4)[C@@H]4C(=O)N(C5CCCCC5)C(=O)[C@@H]4[C@]3(Cc3ccc(Cl)cc3)C2=O)c1	6	-0.6	0	-0.8	-6
35	O=c1[nH]c(NCCCO)nc2c1C1(CCCC1)Cc1ccccc1-2	-2	0.5	-1	1.3	-1
36	COc1ccc(CCC2(C)NC(=O)N(C(C)C(=O)Nc3ccccc3F)C2=O)cc1 (centres undefined)	-6	-1.1	-2	-1.2	-3

entry	MsrA act	SUMO1-SIM PPI	Scp-1 inhibitor	NRP1-CendR mod	TbMetRS inhib
25	-3	-1	-7	-1	-0.1
26	-1	1	-5	0	-0.1
27	-3	2	-11	-6	-0.9
28	-1	5	-19	5	0.5
29	0	-3	5	5	-0.3
30	-11	0	2	-1	-0.9
31	-5	6	-4	1	-0.5
32	-10	-3	6	1	-0.6
33	-4	-1	0	7	-0.3
34	-3	-2	-14	-10	0.2
35	-3	-2	1	-8	-0.4
36	-2	7	-8	8	-0.2

Next results follow.
entry	SMILES	E coli Lon inh	LMPTP block	STEP block	MsrA inhibitor	DNMT1 block
37	CN(C)C(=O)COC(=O)c1cccc(S(=O)(=O)Nc2ccc(OCc3ccccc3)cc2)c1	-4	4.1	-3	-1.0	-3
38	O=C(NCCc1ccccc1Cl)C1CCC(=O)N(CCCc2ccccc2)C1 (centres undefined)	-6	-1.5	-3	-0.9	0
39	Cc1nn(C)cc1CNC(=O)C1CCC(=O)N(CC2CCCCC2)C1 (centres undefined)	11	-0.8	-1	-1.1	6
40	O=C(C1CCCCC1)N1CCN(S(=O)(=O)c2ccc(Cl)cc2)CC1	9	1.1	3	0.0	-3
41	O=C(NC1CCCC1)C(c1ccncc1)N(C(=O)c1csnn1)c1ccccc1F (centres undefined)	-4	-0.4	-1	0.7	2
42	O=C(Nc1ncn[nH]1)c1ccc(Cl)c(Cl)c1	0	-1.2	2	-1.3	1
43	CCN(C)C1CN(Cc2cn(Cc3ccc(F)cc3)nn2)S(=O)(=O)C1 (centres undefined)	-3	-1.1	.	-0.7	.
44	O=C(O)c1ccccc1NC(=O)c1cc(-c2ccccc2)nc2ccccc12	-2	-1.1	-2	1.1	2
45	Fc1ccc(NC(=S)NCCc2ccccn2)cc1	-11	-2.8	28	0.9	-3
46	CC1(C(=O)Nc2cccc3ncccc23)CCN1C(=O)C1(c2ccccc2)CC1 (centres undefined)	-4	0.3	0	0.5	1
47	Cc1c(Cl)cccc1NC(=O)CNC(=O)c1ccco1	2	-2.3	0	-0.5	4
48	Cc1[nH]c2ccccc2c1C(=O)CSc1nccc(=O)[nH]1	5	1.9	2	0.5	-1

entry	MsrA act	SUMO1-SIM PPI	Scp-1 inhibitor	NRP1-CendR mod	TbMetRS inhib
37	-1	4	-6	4	-0.2
38	-5	-5	-9	1	0.7
39	-11	0	-4	2	-0.6
40	-3	0	-12	16	-0.6
41	-1	-1	-3	14	0.2
42	-3	0	3	-7	-0.4
43	0	0	.	1	-0.3
44	-11	6	4	-8	-0.6
45	-4	3	-1	-2	-0.5
46	-1	-5	.	-8	-0.1
47	-2	2	-17	-5	-0.6
48	-1	4	-14	-4	0.2

Compound activity deposited in PubChem BioAssay by several laboratories.
